Screening data as filed in PubChem BioAssay.
Vif-APOBEC3G blk: blocks the Vif interaction with human APOBEC3G; HeLa A3G-eYFP + Vif (tagged APOBEC3G with the HIV-1 protein that degrades it), YFP fluorescence, overnight; Q9HC16; 0.076% of 410,000 active; Potency, µM (doses to about 46.1 µM), for the others: top-dose activity, negative = active, usual class: inhibitors; AID 602310;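 further: on the % scale 0 is the no-effect control and ±100 the full control effect; nearly all actives have a fitted effect of over 60% in size; hits raise eYFP signal because A3G escapes Vif-driven loss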
Target sequence (Q9HC16 whole entry, looked up): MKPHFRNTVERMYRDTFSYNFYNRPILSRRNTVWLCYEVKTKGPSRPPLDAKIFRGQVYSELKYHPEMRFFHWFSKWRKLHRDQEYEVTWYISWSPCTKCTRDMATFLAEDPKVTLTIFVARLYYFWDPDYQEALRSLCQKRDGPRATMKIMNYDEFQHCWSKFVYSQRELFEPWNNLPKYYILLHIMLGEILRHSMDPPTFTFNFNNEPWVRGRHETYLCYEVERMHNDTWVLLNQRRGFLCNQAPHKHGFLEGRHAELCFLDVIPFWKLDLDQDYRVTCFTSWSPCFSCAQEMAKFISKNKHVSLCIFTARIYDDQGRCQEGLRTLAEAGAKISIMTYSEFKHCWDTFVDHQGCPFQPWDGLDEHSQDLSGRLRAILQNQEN
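Read-out is eYFP fluorescence (Ex 488/Em 500-530) from Vif-expressing HeLa A3G-eYFP cells; more signal means A3G escaped Vif-mediated degradation. Cells plated overnight, compound pinned in, incubated overnight at 37 deg C.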
ALOX12 inh: blocks human arachidonate 12S-lipoxygenase. purified 12hLO, xylenol orange hydroperoxide absorbance. Potency, µM (top dose mostly 108 µM), without a hit: at the highest dose activity change, negative = inhibition, hits mostly inhibitors. 1.1% of 580,000 active. AID 1671190; further: on the % scale 0 is the no-effect control and ±100 the full control effect
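Purified human 12hLO (150 nM final) in 25 mM Hepes, 0.01% Triton X-100, pH 7.0 was preincubated 15 min at room temperature with compound. Then 40 uM arachidonic acid was added, 30 min. Hydroperoxide was read by Fe-XO absorbance ratio 573/405 nm.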
Vif-A3F inh: blocks the Vif interaction with APOBEC3F; HeLa A3F-eYFP + Vif (tagged APOBEC3F with the HIV-1 protein that degrades it), YFP fluorescence increase; Potency, µM (doses to about 46.1 µM), for the others: top-dose activity, negative = active; 0.2% of 390,000 active; further: % of control where 0% means no effect; nearly all actives have a fitted effect of over 65% in size
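HeLa cells stably expressing Vif plus C-terminally eYFP-tagged A3F were seeded, incubated overnight at 37 deg C, dosed with compound, incubated overnight again at 37 deg C. Yellow fluorescence (Ex 488/Em 500-530) reported blocked Vif-mediated A3F-eYFP degradation.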
IDH1 R132H inh: human IDH1 R132H inhibition; O75874; IDH1-R132H enzyme, NADPH consumption, diaphorase/resazurin fluorescence; Potency, µM (titrated, usually from 76.6 µM), inactives show at the top dose activity change, negative = inhibition, actives largely listed as inhibitors; 0.093% of 390,000 active; AID 602179; further: on the % scale 0 is the no-effect control and ±100 the full control effect; nearly all actives have a fitted effect of over 65% in size
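IDH1-R132H (0.5 ug/mL dispensed) in pH 7.5 Tris buffer was preincubated 30 min with compound, then given a substrate mix of 0.016 mM NADPH and 2 mM alpha-KG for 80 min at room temperature; remaining NADPH was read by diaphorase/resazurin fluorescence.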
RXFP1 agonist: RXFP1 (human) receptor agonism | Potency, µM (top dose mostly 57.5 µM), for the others: top-dose activation, usual class: activators | Q9HBX9 | 0.3% of 370,000 active | HEK293T-RXFP1 cAMP TR-FRET, 30 min; response scale: percent of porcine relaxin response, buffer zero | AID 2676; further: on the % scale 0 is the no-effect control and ±100 the full control effect; nearly all actives have a fitted effect of over 60% in size; many of its hits are not listed in these tables
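Agonist response is measured as cAMP accumulation in an RXFP1-transfected HEK293T line under PDE4 inhibition. Values are scaled between buffer-only and 29 nM porcine relaxin, and EC50s come from standard Hill equation fits.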
RGS4 inhibitor: inhibitors of human regulator of G protein signaling 4. P49798. Potency, µM (doses to about 114 µM), for the others: at the highest dose activity change, negative = inhibition, usual class: inhibitors. 0.039% of 390,000 active. AID 504845. Transcreener GDP fluorescence polarization, RGS4-accelerated GTP hydrolysis; further: on the % scale 0 is the no-effect control and ±100 the full control effect; nearly all actives have a fitted effect of over 75% in size; some results filed as inactive show a strong effect at the top dose
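MLSMR compounds (23 nl, pin-transferred) preincubated 10 min at room temperature with a 500nM (2x) first reagent, then RGS4 at 900nM (2x) plus Transcreener GDP mix added; fluorescence polarization (620/688 nm) read before and after 90 min at 30 °C.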
TrxR1 inh: inhibitors of rat thioredoxin reductase 1; 1% of 390,000 active; recombinant rTrxR1, NADPH fluorescence consumption, selenite substrate; O89049; Potency, µM (top dose mostly 114 µM), inactives show at the top dose activity change, negative = inhibition, hits mostly inhibitors; further: on the % scale 0 is the no-effect control and ±100 the full control effect; nearly all actives have a fitted effect of over 65% in size
Target sequence (O89049 whole entry, looked up): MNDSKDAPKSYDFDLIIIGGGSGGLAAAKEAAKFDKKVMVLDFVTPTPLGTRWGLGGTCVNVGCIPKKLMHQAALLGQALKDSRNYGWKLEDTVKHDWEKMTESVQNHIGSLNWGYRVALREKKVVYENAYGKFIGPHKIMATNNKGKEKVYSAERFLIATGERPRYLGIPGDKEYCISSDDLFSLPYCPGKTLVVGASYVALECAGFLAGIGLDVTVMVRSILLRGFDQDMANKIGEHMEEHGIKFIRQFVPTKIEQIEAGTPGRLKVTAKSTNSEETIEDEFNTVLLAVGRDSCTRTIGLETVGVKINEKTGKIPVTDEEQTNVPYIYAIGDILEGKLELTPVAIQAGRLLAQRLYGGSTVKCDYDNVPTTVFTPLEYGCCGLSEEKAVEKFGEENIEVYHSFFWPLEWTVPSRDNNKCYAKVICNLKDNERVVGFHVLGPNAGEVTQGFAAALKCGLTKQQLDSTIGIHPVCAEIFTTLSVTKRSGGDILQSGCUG
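Rat TrxR1 (90 nM in the dispensed reagent) was pre-reduced with 400 uM NADPH for 5 min at room temperature, then incubated with compound for 15 min. After 400 uM selenite was added, NADPH fluorescence (Ex 340/Em 450 nm) was followed for 8 min.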
TrxR1 substrate: substrates of rat thioredoxin reductase 1 | AID 588456 | Potency, µM (titrated, usually from 114 µM), without a hit: at the top dose activity change, negative = substrate turnover | O89049 | purified TrxR1 substrate turnover, NADPH consumption readout | 0.01% of 390,000 active; further: on the % scale 0 is the no-effect control and ±100 the full control effect; nearly all actives have a fitted effect of over 50% in size
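Rat TrxR1, dispensed at 90 nM, was prereduced with 400 uM NADPH (final) for 5 min at ~22 deg C, then incubated with compound 15 min before 400 uM selenite. A first-read NADPH fluorescence drop versus no-compound background flagged substrates.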
USP1 inh: inhibitors of human USP1/UAF1 deubiquitinase. AID 743255. Potency, µM (top dose mostly 57.1 µM), for the others: at the highest dose activity change, negative = inhibition, most hits filed as inhibitors. recombinant USP1/UAF1, Ub-Rhodamine cleavage fluorescence. O94782. 0.23% of 390,000 active; further: on the % scale 0 is the no-effect control and ±100 the full control effect; nearly all actives have a fitted effect of over 60% in size; inactives centre near -12
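USP1/UAF1 complex (1 nM) preincubated 15 min at room temperature with compound, then Ub-Rho substrate (150 nM final) added. Kinetic fluorescence at 480/540 nm over 6 reads at 60 s intervals; 50 mM HEPES pH 7.8, 0.5 mM EDTA, 0.1 mg/ml BSA, 1 mM TCEP, 0.01% Tween-20.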
Starred values were filed as active, the others as inactive; ? = inconclusive; / = no result given; [ ] = another dose, or the depositor's remark. The call rests on the fitted dose curve; in most records, active means well fitted curve in the direction sought with a large enough effect; inconclusive means small, poorly fitted or top-dose-only effect, or another doubt; inactive means no such curve, though single readings can be large; an effect the other way counts as inactive or inconclusive. Potency means the concentration at half of the fitted maximal effect.

1	COc1ccc(C(=O)COC(=O)COc2cccc3c2OC(C)(C)C3)c(OC)c1
2	CS(=O)(=O)N1CCCC(C(=O)Nc2cccc(F)c2)C1 (stereo not given)
3	CCOC(=O)c1cc(OC(=O)c2ccc(Cl)cc2)n(-c2ccccc2)n1
4	Cc1ccc(NC(=O)CNC2CCS(=O)(=O)C2)cc1C (stereo not given)
5	CCOC(=O)CC(=O)CSc1nnc2sc3ccccc3n12
6	O=C(CN1CCN(Cc2ccccc2Cl)C1=O)NCCc1ccc(Cl)cc1
7	COc1cccc(C(=O)OCC(=O)Nc2ccccc2N2CCOCC2)c1
8	CC(c1ccccn1)N(C)C(=O)c1ccc2nc(Cc3ccccc3F)oc2c1 (stereo not given)

screen / no.,1,2,3,4,5,6,7,8
Vif-APOBEC3G blk,-1%,3%,0%,1%,4%,-2%,0%,0%
ALOX12 inh,-16%,5%,-6%,-1%,0%,0%,21%,13%
Vif-A3F inh,11%,0%,2%,4%,-14%,1%,6%,-11%
IDH1 R132H inh,0%,-12%,-3%,1%,7%,-6%,2%,3%
RXFP1 agonist,1.0%,1.5%,-4.8%,-1.2%,8.7%,2.9%,1.1%,0.0%
RGS4 inhibitor,0%,17%,-11%,-12%,-36%,-6%,8%,-12%
TrxR1 inh,23%,3%,18%,18%[57.1 µM],?,7%,18%[57.1 µM],-17%
TrxR1 substrate,-3%,-1%,4%,9%[57.1 µM],2%,2%,8%[57.1 µM],-8%
USP1 inh,-14%,-9%,-13%,-21%,-11%,-18%,-19%,-18%

9	Cc1cn([C@H]2C[C@H](O)[C@@H](CNCc3ccc(N4CCN(C)CC4)cc3F)O2)c(=O)[nH]c1=O
10	Cc1ccc(C)c(N(C(=O)Cc2cccs2)C(C(=O)NC2CCCC2)c2ccc(C)o2)c1 (stereo not given)
11	O=C(Cc1ccccc1)Nc1cccc(NC(=O)c2cccs2)c1
12	Cc1ccc2c(c1)N(CCCC(=O)NCCCN1CCCC1=O)C(=O)CO2
13	O=C(NCCCn1ccnc1)c1cn(-c2ccccc2)nc1-c1ccc(F)cc1
14	Cc1[nH]nc(SCC(=O)NCC(C)C)c1[N+](=O)[O-]
15	CCCCOc1ccc(-c2ncc(N)cn2)cc1
16	O=C(O)C1CC(=O)N(CCc2ccccc2)C1 (stereo not given)

screen / no.,9,10,11,12,13,14,15,16
Vif-APOBEC3G blk,-2%,2%,-22%,1%,0%,2%,-6%,1%
ALOX12 inh,-2%,13%,1%,?,0%,-2%,86%[activator],?
Vif-A3F inh,-2%,-6%,1%,1%,-1%,-21%,-2%,-4%
IDH1 R132H inh,-10%,-29%,7%,2%,4%,-8%,7%,3%
RXFP1 agonist,/,0.5%,-1.2%,2.7%,2.1%,0.2%,-0.2%,-0.3%
RGS4 inhibitor,/,12%,-2%[11.4 µM],-3%,5%,-8%,24%,33%
TrxR1 inh,/,2%,18%,9%,25%,1%,19%,9%
TrxR1 substrate,/,3%,7%,4%,6%,-1%,18%,-3%
USP1 inh,-24%,-9%,-22%,?,-18%,-10%,-5%,11%

Copied from above, entries 10 to 13
10	Cc1ccc(C)c(N(C(=O)Cc2cccs2)C(C(=O)NC2CCCC2)c2ccc(C)o2)c1 (stereo not given)
11	O=C(Cc1ccccc1)Nc1cccc(NC(=O)c2cccs2)c1
12	Cc1ccc2c(c1)N(CCCC(=O)NCCCN1CCCC1=O)C(=O)CO2
13	O=C(NCCCn1ccnc1)c1cn(-c2ccccc2)nc1-c1ccc(F)cc1

screen / no.,10,11,12,13
Vif-APOBEC3G blk,2%,-22%,1%,0%
ALOX12 inh,13%,1%,?,0%
Vif-A3F inh,-6%,1%,1%,-1%
IDH1 R132H inh,-29%,7%,2%,4%
RXFP1 agonist,0.5%,-1.2%,2.7%,2.1%
RGS4 inhibitor,12%,-2%[11.4 µM],-3%,5%
TrxR1 inh,2%,18%,9%,25%
TrxR1 substrate,3%,7%,4%,6%
USP1 inh,-9%,-22%,?,-18%

(more compounds)
17	CN1CCN(/C=N/c2c(C#N)cnn2C)CC1
18	Cc1ccc(S(=O)(=O)N(C)C)cc1NC(=O)c1cncc(Br)c1
19	CN(CC(=O)Nc1ccccc1Br)C(=O)c1ccccc1Cc1ccccc1
20	CC(=O)N1N=C(N)SC1c1ccc(Cl)c(Cl)c1 (stereo not given)
21	O=C(CNc1ccccc1C(=O)O)c1ccccc1
22	Cc1ccc(C(=O)/C=C/c2cc(C#N)n(C)c2C)cc1
23	N#Cc1ccccc1NC(=O)CSc1nccn1CCc1ccccc1
24	COCCN(C(=O)COC(=O)CCc1c[nH]c2ccccc12)c1c(N)n(Cc2ccccc2)c(=O)[nH]c1=O

screen / no.,17,18,19,20,21,22,23,24
Vif-APOBEC3G blk,0%,-4%,4%,-6%,0%,-11%,2%,-1%
ALOX12 inh,-1%,0%,?,-29%,61%[activator],4%,25%,-27%
Vif-A3F inh,-3%,1%,4%,-3%,-24%,-23%,-10%,-19%
IDH1 R132H inh,13%,12%,13%,6%,21%,10%,6%,8%
RXFP1 agonist,0.6%,-1.1%,-0.8%,/,6.3%,1.7%,-0.1%,2.0%
RGS4 inhibitor,-24%,2%,-12%,/,19%,-11%,-9%,17%
TrxR1 inh,5%,-3%[57.1 µM],19%,/,13%,6%,22%,-3%
TrxR1 substrate,-6%,5%[57.1 µM],3%,/,47%,1%,14%,-4%
USP1 inh,3%,-4%,-20%,2%,-1%,-2%,-15%,-13%

25	Cc1cc(C)n2c(SCc3c(C)noc3C)nnc2n1
26	Cc1ccc(NC(=O)CCCC2CCCCC2)c(O)c1
27	CCOc1ccc(CNC(=O)c2cnc3sc(N4CCC(C)CC4)nn3c2=O)cc1OC
28	NC(=O)COc1ccc(C(=O)/C=C2/C(=O)Nc3ccccc32)cc1
29	CN1CCN(CCOc2ccc(Cl)c(Cl)c2)CC1
30	C=CCSC1=C(C#N)C(c2cccc(OC)c2)CC(=O)N1 (stereo not given)
31	CCNC(=S)N/N=C(\C)c1ccc2ccccc2c1OC(F)F
32	NNC(=O)CSCc1nc(-c2ccc(Cl)cc2)cs1

screen / no.,25,26,27,28,29,30,31,32
Vif-APOBEC3G blk,-2%,0%,1%,?,1%,5%,-2%,3%
ALOX12 inh,0%,0%,-13%,-7%,?,?,40µM*,216%[activator]
Vif-A3F inh,-7%,-10%,-3%,?,-13%,0%,?,19%
IDH1 R132H inh,0%,-12%,3%,3%,4%,5%,2%,0%
RXFP1 agonist,12%,0.6%,-3.9%,-0.7%,-0.2%,0.3%,0.9%,0.0%
RGS4 inhibitor,-25%,-2%,15%,?,-17%,-41%,-6%,9%
TrxR1 inh,2%[57.1 µM],13%,29%[57.1 µM],?,-6%,2%[57.1 µM],3%,18%
TrxR1 substrate,3%[57.1 µM],19%,9%[57.1 µM],9%,-2%,-7%[57.1 µM],-2%,6%
USP1 inh,-1%,-8%,-16%,-30%,-17%,-16%,-29%,-28%

33	Oc1ccc(Nc2nc(-c3ccccc3)nc3ccccc23)cc1
34	COc1ccccc1C(CNC(=O)CSc1ccc2ccccc2c1)N(C)C (stereo not given)
35	O=C(CCN1C(=O)C2CCCCC2C1=O)Nc1cc([N+](=O)[O-])ccc1Cl (stereo not given)
36	CN(C)c1ccc(C(=O)OCC(=O)NCCC2=CCCCC2)cc1
37	Cn1c(=O)sc2cc(NS(=O)(=O)c3ccc(C(C)(C)C)cc3)ccc21
38	Cc1ccc(-n2c(Cn3ncc4ccccc4c3=O)n[nH]c2=S)cc1
39	CC(C)NC(=O)c1ccccc1NC(=O)C1COc2ccccc2O1 (stereo not given)

screen / no.,33,34,35,36,37,38,39
Vif-APOBEC3G blk,-19%,3%,1%,-3%,7%,4%,1%
ALOX12 inh,/,-6%,?,-10%,-20%,8%,0%[57.4 µM]
Vif-A3F inh,10%,?,-6%,-13%,-5%,11%,/
IDH1 R132H inh,0%,3%,-7%,0%,11%,14%,2%
RXFP1 agonist,-1.4%,-3.9%,4.0%,-0.4%,7.5%,26%,-0.3%
RGS4 inhibitor,-4%,5%,16%,-1%,-7%,-28%,?
TrxR1 inh,4%[57.1 µM],19%,10%,12%[57.1 µM],9%[57.1 µM],-15%,2%
TrxR1 substrate,-7%,7%,-3%,-7%,-3%[57.1 µM],-2%,2%
USP1 inh,0%,-24%,-17%,-6%,?,-14%,-13%

An excerpt; rates above refer to the full screens.
